# L3MBTL1 inh – qHTS Assay for the Inhibitors of L3MBTL1; AlphaScreen L3MBTL1–H3K9me1 peptide binding; Potency, µM (top dose mostly 57.1 µM), for the others: at the highest dose activity, negative = inhibition, most hits filed as inhibitors; 230,000 compounds, 0.66% hits; active means well fitted inhibition curve with a large enough effect; inconclusive means small, poorly fitted or top-dose-only effect; inactive means no such curve, though single readings can be large or run the other way; further: nearly all actives have a fitted effect of over 60% in size
# Target sequence (Q9Y468 whole entry, looked up): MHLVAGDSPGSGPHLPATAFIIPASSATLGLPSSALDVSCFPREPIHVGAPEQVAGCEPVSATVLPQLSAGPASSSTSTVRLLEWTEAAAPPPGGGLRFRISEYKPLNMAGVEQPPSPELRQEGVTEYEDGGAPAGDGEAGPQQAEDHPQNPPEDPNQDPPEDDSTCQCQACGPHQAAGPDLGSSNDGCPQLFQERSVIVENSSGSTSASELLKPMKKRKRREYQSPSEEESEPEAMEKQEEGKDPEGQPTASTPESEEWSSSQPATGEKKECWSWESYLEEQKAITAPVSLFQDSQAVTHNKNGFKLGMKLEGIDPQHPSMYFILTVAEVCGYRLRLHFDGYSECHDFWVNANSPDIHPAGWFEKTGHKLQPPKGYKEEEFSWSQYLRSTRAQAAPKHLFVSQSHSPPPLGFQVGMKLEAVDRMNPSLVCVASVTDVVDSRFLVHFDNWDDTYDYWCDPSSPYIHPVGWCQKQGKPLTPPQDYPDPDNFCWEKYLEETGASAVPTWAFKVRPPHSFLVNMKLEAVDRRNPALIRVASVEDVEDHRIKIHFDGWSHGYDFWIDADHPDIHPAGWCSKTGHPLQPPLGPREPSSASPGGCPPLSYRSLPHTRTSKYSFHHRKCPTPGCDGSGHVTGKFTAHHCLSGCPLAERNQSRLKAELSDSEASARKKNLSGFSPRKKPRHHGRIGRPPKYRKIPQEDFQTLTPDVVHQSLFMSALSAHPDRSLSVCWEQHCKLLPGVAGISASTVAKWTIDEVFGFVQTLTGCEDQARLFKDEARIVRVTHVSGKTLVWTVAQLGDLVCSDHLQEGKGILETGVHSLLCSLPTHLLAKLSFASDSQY
#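 Displacement of a biotinylated histone H3(1-15) peptide monomethylated at Lys9 (75 nM) from L3MBTL1 (50 nM) was measured by AlphaScreen after a 30 min room-temperature compound incubation; cefsulodin titration served as intraplate control.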
# An asterisk follows results filed as active; ? = inconclusive; & = joins results of further samples; [ ] = dose if it differs, or a comment. On the % scale 0 is the no-effect control and ±100 the full control effect; potency means the concentration at half of the fitted maximal effect. The list is partial; count on the stated rates, not on these rows.
# Sample of the layout, 4 compounds:
L3MBTL1 inh	SMILES
-1%	CCOC(=O)c1ccc(/[N+]([O-])=C/c2ccccc2)cc1
0%	CC12CCC(=O)N1C(C(=O)NNC(=O)c1ccc(F)cc1)CS2 (centres undefined)
5%	Cc1cccc(C(=O)Nc2cccnc2Cl)c1
4%	CC(=O)Nc1ccc(S(=O)(=O)N(C)CC(=O)Nc2ccc(Br)cc2F)cc1

# The whole of this part, from the start:
L3MBTL1 inh	SMILES
-1%	CCOC(=O)c1ccc(/[N+]([O-])=C/c2ccccc2)cc1
0%	CC12CCC(=O)N1C(C(=O)NNC(=O)c1ccc(F)cc1)CS2 (centres undefined)
5%	Cc1cccc(C(=O)Nc2cccnc2Cl)c1
4%	CC(=O)Nc1ccc(S(=O)(=O)N(C)CC(=O)Nc2ccc(Br)cc2F)cc1
-8%	O=C(COC(=O)c1ccccc1O)NCCc1c[nH]c2ccccc12
3%	OCC[C@H]1C[C@@H](O)[C@H](O)[C@]2(OCCCc3ccccc32)O1
10%	O=C(Nc1cccc(S(=O)(=O)NC2=NCCC2)c1)c1cc(F)c(F)c(F)c1F
2%[2.29 µM]	O=Cc1ccc(OCc2ccc3ccccc3c2)cc1
27%	Cc1ccc(NC(=O)CNC(=O)c2cccc(C)c2)nc1
1%	CCOC(=O)N1CCC(NCCNC(=O)c2cccc(F)c2)CC1
-1%	CS(=O)(=O)N1CCC(C(=O)Nc2cc(Cl)c(Cl)cc2Cl)CC1
-3%	Cc1c(NC(=O)c2cc(Br)ccc2Cl)cccc1-n1cnnn1
0%	CCOC(=O)c1sc2nc(C)nc(SC(C)C(=O)NC3CC3)c2c1C (centres undefined)
9%	OCC[C@H]1C[C@@H](O)[C@H](O)[C@@]2(Cc3ccccc3CCO2)O1
-7%	COc1ccc(N2CCN(C(=O)COC(=O)c3cnccn3)CC2)cc1
-7%	COc1ccccc1NC(=O)Nc1nc(CC(=O)N2CCN(c3ccc(F)cc3)CC2)cs1
-1%	CC(=O)c1cccc(Nc2nc(-c3sc(N)nc3C)cs2)c1
0%	O=C(COC(=O)/C=C/c1ccc([N+](=O)[O-])cc1)Nc1ccc(F)cc1
?	O=C1CC/C=C\C[C@@H](CC(=O)N(CCO)Cc2ccccc2)C(=O)NCCO1
3%	Cc1csc2nc(COC(=O)CNC(=O)c3ccc(Cl)cc3)cc(=O)n12

# Continuation.
L3MBTL1 inh	SMILES
1%	COc1ccc(-c2cn(Cc3ccc(C(=O)c4ccccc4)cc3)nn2)cc1
7%	O=C(CN1C(=O)NC2(CCCCCC2)C1=O)NCc1ccc(F)cc1
4%	COC(=O)[C@]1(C)N[C@H](c2ccc(-c3cccc(Cl)c3)c(OC)c2)[C@@H]2C(=O)N(C)C(=O)[C@@H]21
3%	O=C(CCCCC(=O)NCCc1ccccc1)NCCc1ccccc1
0%	CC(NC(=O)CSc1nc(C2CC2)n(-c2ccccc2)n1)c1ccco1 (centres undefined)
-19%	CCOC(=O)C1=CN(Cc2ccco2)S(=O)(=O)NC1c1ccc(Br)cc1F (centres undefined)
-2%	Cc1cc2c(c(C)c1CCO)C(=O)[C@H](C)C2
-4%	CC[C@@]1(C(=O)OC)N[C@H](CN(C)C(=O)Nc2ccccc2)[C@@H]2C(=O)N(C)C(=O)[C@@H]21
-9%	Cc1ccnc(Nc2nc(-c3ccc(Cl)cc3)cs2)c1
-4%	Cc1ccccc1OCC(=O)N1CCC2(CC1)CC(=O)c1ccccc1O2
4%[2.29 µM]	Cc1c(C(=O)Nc2ccc(S(=O)(=O)N3CCOCC3)cc2)cccc1[N+](=O)[O-]
7%	CCc1ccccc1NC(=O)COC(=O)c1c(C)nsc1NC
-16%	C=CCN(c1ccccc1)S(=O)(=O)c1cccc(C(=O)NCC(c2ccc(OC)cc2)N2CCCCC2)c1 (centres undefined)
9%	CCN1C(=NCc2ccccc2)N[C@@H](c2ccccc2)[C@H](C(=O)OC)[C@H]1C
6%	CC(C)n1nc(C(=O)NNC(=O)c2ccncc2)c2ccccc2c1=O
-1%	Cc1nc(Cc2nnc(SCC(=O)N3CCN(c4ccc(F)cc4)CC3)o2)cs1
-8%	Cn1c(Nc2cccc(Cl)c2)nc2ccccc21
-5%	O=C(NCCCNC(=O)c1ccc(F)cc1)c1ccc(F)cc1
-4%	CCOc1ccc(NC(=O)CN(C)C(=O)CC(NC(=O)c2ccccc2)c2ccccc2)cc1OCC (centres undefined)
-16%	COc1ccc(OCC(=O)Nc2cc(S(=O)(=O)N3CCCCC3)ccc2OC)cc1

# Continued:
L3MBTL1 inh	SMILES
-7%	CCN(CC(=O)Nc1cc(Cl)ccc1C)C(=O)c1ccc2c(=O)n3c(nc2c1)CCC3
-4%	C[C@@]12C(=O)N(c3ccc(Br)cc3)C(=O)N1[C@@H]1c3ccccc3OC[C@@H]1[C@H]2c1ccccc1
-7%	COC(=O)C1CCN(C(=O)COC(=O)c2ccc3[nH]c4c(c3c2)CCCC4)CC1
-1%	Cc1c(NS(=O)(=O)c2cc(C(=O)N(C)Cc3ccccc3)ccc2Cl)c(=O)n(-c2ccccc2)n1C
-8%	COc1ccc(CCC(=O)NC2CCCN(Cc3ccc(Cl)cc3)C2)cc1OC (centres undefined)
8%	CCN(Cc1ccccc1)S(=O)(=O)c1c[nH]c(C(=O)OC)c1
-5%	CC1CCN(C(=O)COC(=O)C2CCN(S(=O)(=O)c3c(Cl)cccc3Cl)CC2)CC1
-2%	N#Cc1ccccc1S(=O)(=O)N1CCN(C(=O)[C@H](Cc2ccccc2)NC(=O)c2ccco2)CC1
13%	Cc1ccc(C(=O)CCC(=O)OCc2nnc(-c3ccccc3)o2)cc1
0%	C[C@H](CO)N1C[C@H](C)[C@@H](CN(C)S(=O)(=O)c2cccs2)Oc2ccc(NC(=O)c3ccncc3)cc2C1=O
-4%	COc1cc(C2C(C(=O)c3cccs3)=C(O)C(=O)N2CCN2CCOCC2)cc(OC)c1OC (centres undefined)
2%	COC(=O)c1c(-c2ccc(S(C)(=O)=O)cc2)sc2ccc(OC)cc12
18%	O=C(CCCC(=O)N1CCN(c2ccccc2F)CC1)c1ccccc1
?	C/C(=N/Nc1ccc([N+](=O)[O-])cc1)c1c[nH]c2ccccc12
-11%	COc1ccc(-c2cccc(NC(=O)c3ccco3)c2)nn1
-9%	CC(OC(=O)CCCc1c[nH]c2ccccc12)C(=O)Nc1ccc(S(N)(=O)=O)cc1 (centres undefined)
5%	CCN1CCN(CCCNC(=O)CCC(=O)N2CCOc3ccccc32)CC1
-7%	NC(=O)C1CCN(C(=O)CNC(=O)c2ccc(F)cc2)CC1
3%	O=C(NCCCN1CCCC1=O)c1ccc(NS(=O)(=O)c2ccc(F)cc2)cc1
8%	CC(=O)c1ccc(NC(=O)COC(=O)Cc2ccsc2)cc1

# New compounds follow:
L3MBTL1 inh	SMILES
2%	COc1ccc(CNC(=O)CSc2nnc(C3CC3)n2C2CC2)cc1
15%	O=C(NCCS(=O)(=O)N1CCCCCC1)c1ccccc1
-1%	COC(=O)Cn1cnc2scc(-c3ccc(C)c(C)c3)c2c1=O
?	COc1cccc(C(=O)NCC(c2cccs2)N2CCc3ccccc32)c1 (centres undefined)
7%	COC(=O)[C@H]1C[C@@H](c2ccccc2)[C@H](C)C1(C)C
-2%	CCCCCOC(=O)C1=C(C)NC(=O)NC1c1ccc(N(C)C)cc1 (centres undefined)
3%	COc1cc(C(C)=O)ccc1OCC(=O)Nc1ccc(C)c(S(=O)(=O)N2CCCCCC2)c1
10%	O=C(O)c1ccc(OCC2CCCO2)cc1 (centres undefined)
2%	O=C(COC(=O)CN1C(=O)C2CCCCC2C1=O)NCc1ccc(Cl)cc1Cl (centres undefined)
5%	COc1cccc(CC(=O)OC(C)C(=O)Nc2ccc(N3CCOCC3)cc2)c1 (centres undefined)
15%	CC1CCCCC1NC(=O)Cn1c(=O)oc2cc(S(=O)(=O)N3CCCC3)ccc21 (centres undefined)
12%	C=CCC(NCc1ccccc1)c1ccc(OC)cc1 (centres undefined)
-1%	NC(=O)NC(CC(=O)NNC(=O)c1ccccn1)c1ccccc1Cl (centres undefined)
-5%	CSCC(=O)NCC1(N(C)Cc2ccccc2)Cc2ccccc2C1
6%	C=CC[C@@H](CC(=O)N(CCO)Cc1ccccc1)C(=O)N[C@H](COC(=O)[C@@H](CC=C)Cc1ccc(F)cc1)C(C)(C)C
-2%	O=C(O)c1ccccc1Oc1ccc(Oc2ccccc2)cc1
4%	CN(CC(=O)Nc1ccccc1Cl)C(=O)CSc1nnc(-c2ccco2)n1C
-6%&-11%	CN(C)c1ccc(-c2cc(O)c3ncccc3c2)cc1
7%	O=C(CSCc1c(F)cccc1F)Nc1ccccc1
4%	NS(=O)(=O)c1cccc(Nc2nc3ccccc3nc2NS(=O)(=O)c2ccc(Cl)cc2)c1

# (continued)
L3MBTL1 inh	SMILES
-3%	CO[C@H]1O[C@H](C)[C@@H](O)C[C@H]1NC(=O)OCc1ccccc1
2%	O=C(OC1CCCCC1=O)c1ccc(F)c(S(=O)(=O)N2CCOCC2)c1 (centres undefined)
-2%	OCC[C@H]1C[C@H](O)[C@@H](O)[C@]2(Cc3ccccc3O2)O1
3%	COc1ccc(C(=O)NNC(=O)CN(C)S(=O)(=O)c2ccc(Cl)cc2)c(OC)c1OC
1%	COc1cc(C2C3=C(CC(C)(C)CC3=O)N(C)C3=C2C(=O)CC(C)(C)C3)cc(Br)c1O
-1%	CCOC(=O)c1c(NC(=O)COC(=O)c2ccc([N+](=O)[O-])cc2)sc(C(=O)N(C)C)c1C
2%	Cc1cc(C)cc(C(=O)Nc2cccnc2)c1
3%	C[C@@H]1CN([C@H](C)CO)C(=O)Cc2cc(NS(=O)(=O)c3ccc(F)cc3)ccc2O[C@H]1CN(C)Cc1ccc(C(=O)O)cc1
1%	Cc1ccc(C)c(OCC(=O)Nc2cc(NC(=O)COc3cc(C)ccc3C)cc(C(=O)O)c2)c1
-1%	CC(Sc1nnnn1C)C(=O)Nc1nc(-c2ccc(F)c(F)c2)cs1 (centres undefined)
-7%	CC1CCCC(NC(=O)COC(=O)c2cc3ccccc3oc2=O)C1C (centres undefined)
6%	CC(=O)C[C@@H](O)CC(=O)[C@@H]1OC(=O)CCCCCc2ccccc21
-3%	C[C@@H]1CN(S(=O)(=O)c2ccc3c(c2)OCCO3)CCN1S(=O)(=O)c1c(F)cccc1F
5%	CN(C)C(=O)CSc1ccc(S(=O)(=O)N2CCOCC2)cn1
-7%	CC(=O)c1ccc(OCCCC(=O)N2CCN(S(=O)(=O)c3ccc(C(C)C)cc3)CC2)cc1
-3%	CCOc1ccc(S(=O)(=O)N2CCOCC2)cc1NC(=O)C1CSC2(C)CCC(=O)N12 (centres undefined)
3%	CCCCn1c(SCC(N)=O)nc2sc3c(c2c1=O)CCC3
-1%	Cc1ccccc1NC(=S)NC1CCCC1
3%	CCCCCCc1ccc(N2C[C@H](C)[C@@H](CC(=O)NCc3ccccc3)C2=O)cc1
0%	CCc1ccc(C(=O)OCC(=O)N2CCCCCC2)cc1

# For convenience, some entries already given:
L3MBTL1 inh	SMILES
3%	CCCCn1c(SCC(N)=O)nc2sc3c(c2c1=O)CCC3
-1%	Cc1ccccc1NC(=S)NC1CCCC1
3%	CCCCCCc1ccc(N2C[C@H](C)[C@@H](CC(=O)NCc3ccccc3)C2=O)cc1
0%	CCc1ccc(C(=O)OCC(=O)N2CCCCCC2)cc1

# (continued)
L3MBTL1 inh	SMILES
1%	CCCc1nc2ccccc2c(C(=O)OCC(=O)NC2CC2)c1CC
6%	Cc1ccc(CNC(=O)[C@H](Cc2ccccc2)NC(=O)c2ccco2)cc1
-5%	CCCN(CC(=O)Nc1ccc(F)c(F)c1F)C(=O)Cc1ccc(S(=O)(=O)N2CCOCC2)s1
-5%	COc1cc(S(=O)(=O)N2CCOCC2)ccc1NC(=O)COC(=O)c1cc(OC)c(OC)c(OC)c1
-4%	O=C(Nc1cc(C(F)(F)F)ccc1-n1cncn1)c1ccc([N+](=O)[O-])o1
0%	Cc1noc(C)c1NC(=O)N(C)C[C@@H]1Oc2c(NC(=O)c3ccncc3)cccc2C(=O)N([C@H](C)CO)C[C@@H]1C
-7%	Cc1nc(SCC(=O)NC2(C#N)CCCC2)n(CC(C)C)c1C
-4%	CC1=NN(C(=O)c2ccccc2Cl)C(O)(c2ccccc2)C1 (centres undefined)
12%	CCOC(=O)C1=CN(Cc2ccc(Br)cc2)S(=O)(=O)N(C)C1C (centres undefined)
5%	Cc1ccccc1CCN1CCCC(CN(C)CC(C)(C)C)C1 (centres undefined)
5%	O=C(O)c1cccc(S(=O)(=O)Nc2cccc(S(=O)(=O)N3CCCC3)c2)c1
-3%	COc1ccc(NC(=O)c2nc[nH]c2C(=O)NCCCCCNC(=O)OC(C)(C)C)cc1
-13%	CC1c2cccn2CCN1S(=O)(=O)c1ccc(F)cc1 (centres undefined)
-1%	C=CC[C@@H](CC(=O)N(CCO)Cc1ccccc1)C(=O)N[C@H](COC(=O)[C@@H](CC=C)Cc1ccc(F)cc1)Cc1c[nH]c2ccccc12
-4%	CCCC[C@@H](CN[C@H](C)CNC)NCC1CCC(C(C)(C)C)CC1 (some centres undefined)
-8%	CCCCNc1ccc(C(CC(N)=O)NC(=O)c2cc(C)cc(C)c2)cc1[N+](=O)[O-] (centres undefined)

# Another view of 3 compounds above.
smiles	L3MBTL1 inh
CS(=O)(=O)N1CCC(C(=O)Nc2cc(Cl)c(Cl)cc2Cl)CC1	-1%
Cc1c(NC(=O)c2cc(Br)ccc2Cl)cccc1-n1cnnn1	-3%
CCOC(=O)c1sc2nc(C)nc(SC(C)C(=O)NC3CC3)c2c1C (centres undefined)	0%

# Assay outcomes deposited in PubChem BioAssay by National Center for Advancing Translational Sciences (NCATS).
